SRC2 inh: inhibition of GAL4-SRC2 driven luciferase reporter, primary screen, SRC2 inhibitor project, cell-based, luminescence. Nuclear receptor coactivator 2 (Homo sapiens), Q15596. HEK293 GAL4-SRC2 luciferase reporter. inhibition, % at 9 µM. 370,000 compounds, 0.17% hits;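 active means inhibition above the mean inhibition of all tested compounds plus 3 SD, set per campaign, cut at about 52% in these data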;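 further: 0% = DMSO treated cells and 100% = cells given Gossypol at 36 µM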
NOD2 RIPK2 PPI: NOD2-RIPK2 binding disruptors in cells, primary screen, fluorescence, CHO cells, BLA complementation. CCF4 ratio. inhibition, % at 4.98 µM. 360,000 compounds, 0.38% hits. AID 624267, 2012; in the data active means inhibition above about 21%;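 further: 0% = vehicle only and 100% = reference blocker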
Target sequence (O43353 whole entry, looked up): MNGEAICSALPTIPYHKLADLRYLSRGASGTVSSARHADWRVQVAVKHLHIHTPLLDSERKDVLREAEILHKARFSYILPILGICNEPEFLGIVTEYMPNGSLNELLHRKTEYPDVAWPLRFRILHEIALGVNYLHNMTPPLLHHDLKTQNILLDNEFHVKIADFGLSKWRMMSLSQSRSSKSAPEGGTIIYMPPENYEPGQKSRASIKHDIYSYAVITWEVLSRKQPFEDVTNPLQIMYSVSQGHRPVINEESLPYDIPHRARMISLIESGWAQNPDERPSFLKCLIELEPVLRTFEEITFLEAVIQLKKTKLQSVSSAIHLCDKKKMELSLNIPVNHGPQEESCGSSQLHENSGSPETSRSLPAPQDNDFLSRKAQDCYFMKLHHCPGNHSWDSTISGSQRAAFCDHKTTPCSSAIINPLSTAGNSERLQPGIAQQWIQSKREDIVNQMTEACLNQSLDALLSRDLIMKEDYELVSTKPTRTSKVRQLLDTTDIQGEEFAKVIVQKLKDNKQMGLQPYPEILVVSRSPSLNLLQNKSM
EBV LMP1 NFkB: EBV LMP1-driven NF-kappaB luciferase reporter inhibitors, primary screen, cell-based, luminescence, single point. LMP1-induced NF-kappaB luciferase reporter cells. inhibition, % at 12.5 µM. 350,000 compounds, 0.69% hits. AID 504558, 2011; in the data active means inhibition above about 41%;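 further: 0% = neutral control wells and 100% = reference inhibitor control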
SRC3 inh: SRC3 coactivator transcriptional activity inhibitors, primary screen, cell-based, luminescence. inhibition, % at 3.6 µM. 360,000 compounds, 0.17% hits. HEK293 GAL4-SRC3 luciferase reporter. AID 588352, 2011;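 active means inhibition above a per-campaign cutoff, the mean of all compounds plus 3 SD, cut at about 60% in these data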;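 further: 0% = DMSO-treated cells and 100% = gossypol-treated cells at 36 µM; higher means less SRC3-driven luciferase light from the GAL4 reporter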
NCOA1 inh: SRC1 coactivator transcriptional activity inhibitors, primary screen, cell-based, luminescence; 360,000 compounds, 0.12% hits; HEK293 GAL4-SRC1 luciferase reporter; Nuclear receptor coactivator 1 (Homo sapiens), Q15788; AID 588354, 2011; inhibition, % at 3.6 µM;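 active means inhibition above the campaign mean plus 3 SD, with each screening campaign given its own cutoff, cut at about 60% in these data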;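 further: 0% = DMSO treated cells and 100% = gossypol at 36 µM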
ABHD5 PLIN5 PPI: ABHD5-PLIN5 interaction inhibitors, primary screen, cell lysate, split luciferase complementation, luminescence. Perilipin-5 (Homo sapiens) + 1-acylglycerol-3-phosphate O-acyltransferase ABHD5 (Homo …. Split G. princeps luciferase complementation, 4 h. inhibition, % at 4 µM. 360,000 compounds, 0.78% hits. AID 602281, 2012;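 active means inhibition above the mean inhibition across every tested compound plus 3 SD, cut at about 22% in these data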;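 further: 0% = DMSO only wells and the 100% control is not disclosed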
LRH-1 inv ag: LRH-1 (NR5A2) inverse agonists, primary screen, cell-based, luminescence, HEK293T, StAR-luciferase reporter. Nuclear receptor subfamily 5 group A member 2 (Homo sapiens), O00482. LRH-1 transfected, 24 h. inhibition, % at 3.6 µM. 360,000 compounds, 0.13% hits. AID 602396, 2012;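 active means inhibition above the mean inhibition of all tested compounds plus 3 SD, cut at about 73% in these data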;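 further: 0% = DMSO wells and 100% = reporter-only cells lacking LRH-1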
TLR9-MyD88 inh: inhibitors of TLR9-MyD88 association in cells, primary screen, cell-based, CHO, BLA complementation, fluorescence | Toll-like receptor 9 (Homo sapiens) + Myeloid differentiation primary response protein … | CCF4 FRET ratio | inhibition, % at 4.98 µM | 340,000 compounds, 0.21% hits;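 active means inhibition above the mean over all tested compounds plus 3 SD, cut at about 21% in these data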;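 further: 0% = DMSO only wells and 100% = clavulanate BLA inhibitor control wells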
COUP-TFII inh: NR2F2 transcriptional activity inhibitors, primary screen, cell-based, luciferase reporter, HEK293T, luminescence | HEK293T NGFI-A luciferase reporter | inhibition, % at 8.6 µM | 370,000 compounds, 0.7% hits | AID 686940, 2013;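 active means inhibition above a per-plate cutoff, mean inhibition of test wells between control levels plus 3 SD, cut at about 38% in these data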;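 further: cells cotransfected with COUP-TFII expression vector driving the NGFI-A reporter; 0% = median of COUP-TF2 test wells and 100% = reporter-only cells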
MC4R ag barr: MC4R agonists recruiting beta-arrestin, primary screen, cell-based, luminescence, agonist arm of biased-ligand search; U2OS MC4R beta-arrestin complementation; percent of melanotan II response, DMSO zero; activation, % at 8.9 µM; 360,000 compounds, 0.98% hits;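 active means activation above a per-plate cutoff, the mean activation of sample wells on that plate plus 3 SD, cut at about 8% in these data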
Target sequence (P32245 whole entry, looked up): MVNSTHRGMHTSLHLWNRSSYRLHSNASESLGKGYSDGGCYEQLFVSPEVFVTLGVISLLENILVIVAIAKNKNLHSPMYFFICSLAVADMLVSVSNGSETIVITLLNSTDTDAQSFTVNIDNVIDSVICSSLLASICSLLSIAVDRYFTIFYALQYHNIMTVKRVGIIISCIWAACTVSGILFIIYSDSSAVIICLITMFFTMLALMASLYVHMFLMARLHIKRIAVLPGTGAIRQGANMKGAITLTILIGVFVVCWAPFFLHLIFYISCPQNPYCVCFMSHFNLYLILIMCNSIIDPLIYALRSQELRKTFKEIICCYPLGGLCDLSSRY
MC4R antag cAMP: MC4R antagonists of cAMP signaling, primary screen, cell-based, TR-FRET, antagonist arm of biased-ligand search; 360,000 compounds, 0.48% hits; Melanocortin receptor 4 (Homo sapiens), P32245; MC4R-expressing cells, MTII-stimulated cAMP, LANCE TR-FRET; AID 540295, 2011; inhibition, % at 6.5 µM;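 active means inhibition above its plate's cutoff, the mean of tested wells on that plate plus 3 SD, cut at about 29% in these data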;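 further: 0% = Melanotan II alone and 100% = Melanotan II plus saturating MCL0020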
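Assay system: human MC4R-expressing U2OS cells; reagent: Melanotan II stimulation of cells; dosing: 6.5 µM single dose; timing: compound 30 min, challenge 1 h, detection 1 h; signal: TR-FRET cAMP assay; replicates: one well per compound, no replicates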
The depositor's hits bear a star; . = no result given. Some of the compounds tested; count on the stated rates, not on these rows.

SRC2 inh | NOD2 RIPK2 PPI | EBV LMP1 NFkB | SRC3 inh | NCOA1 inh | ABHD5 PLIN5 PPI | LRH-1 inv ag | TLR9-MyD88 inh | COUP-TFII inh | MC4R ag barr | MC4R antag cAMP | compound
12 | 0 | 5 | 5 | -7 | -1 | 12 | -3 | 12 | 4.0 | 13 | Cc1ccc(N2C(=O)CSC23C(=O)Nc2ccccc23)cc1 (configuration not stated)
3 | -12 | -4 | 19 | -20 | 5 | 1 | -5 | 7 | 3.0 | 9 | COc1ccc(CN2CCC(CO)(Cc3cccc(C(F)(F)F)c3)CC2)cc1Cn1cccn1
-12 | -7 | -3 | 13 | -19 | 4 | -7 | -1 | -20 | -0.8 | 11 | CCn1cc(C(=O)N[C@H](C(=O)NCCCO)C(C)C)c(=O)c2cc3c(cc21)OCO3
-18 | -2 | 0 | 6 | 9 | 9 | -3 | 9 | -17 | -2.0 | 3 | Cc1ccc(NC(=S)N(CCCN2CCC(C)CC2)Cc2ccco2)cc1C
7 | -3 | . | . | . | 3 | -13 | . | -1 | . | . | CCC(c1nnnn1-c1ccc2c(c1)OCCO2)N1CCN(c2ccccn2)CC1 (configuration not stated)
-49 | 8 | 3 | 16 | -4 | 5 | -15 | -6 | 9 | 1.9 | 15 | Cc1ccc(/C=C(\NC(=O)c2ccccc2)C(=O)NCCc2ccccn2)o1
-15 | 6 | 3 | -32 | -5 | -2 | 26 | -4 | 11 | 0.3 | -19 | Cc1nc(Nc2cccc(O)c2)c2c3c(sc2n1)CCC3
4 | -16 | 15 | -9 | 3 | -3 | 8 | 13 | 4 | -1.4 | -3 | Cc1ccc(NC(=O)C2=C(O)c3ccccc3N(C)S2(=O)=O)cc1
-3 | -4 | -5 | -6 | 2 | 0 | -13 | 4 | 13 | -2.0 | 7 | O=C(CCS(=O)(=O)c1ccc(Br)s1)NCc1ccccc1
10 | -5 | 1 | 0 | 4 | 3 | 21 | 2 | 17 | -1.0 | 5 | Cc1nc2nc[nH]n2c(=O)c1CCOC(=O)c1ccccc1F
21 | 10 | 2 | 12 | -32 | 0 | -4 | -8 | -14 | -0.2 | 15 | Cc1nc2scc(C)n2c(=O)c1S(=O)(=O)NCCc1ccccc1
-13 | -1 | 5 | 8 | 0 | -6 | -4 | -2 | -2 | -2.6 | 10 | O=C(NCc1ccc(Cl)cc1)C(=O)Nc1nccs1
-27 | 8 | 18 | -33 | -38 | 1 | -75 | 6 | -26 | -2.6 | 2 | Cc1cc(/C=C2\C(=N)N3N=CSC3=NC2=O)c(C)n1Cc1ccccc1
1 | 0 | -7 | -13 | -8 | -6 | -1 | 4 | -3 | -0.9 | 7 | Cc1[nH]c2ccccc2c1CN1CCc2ccccc2C1
-1 | -16 | 2 | -8 | 9 | -6 | -3 | -6 | 5 | -1.8 | 2 | N#C/C(=C\c1cccnc1)C(=O)Nc1ccc(SC(F)F)cc1
-20 | 8 | -20 | 7 | -26 | 5 | -17 | 13 | -5 | 5.0 | 21 | CC(=O)Cn1ncc(Br)c(Br)c1=O
-3 | 10 | -6 | 0 | -15 | 1 | -4 | 2 | -6 | 0.6 | -1 | Cc1nc(/C(N)=N/OC(=O)c2ccccc2Cl)c(C(F)(F)F)o1
24 | -7 | -1 | -7 | 14 | 1 | -6 | 3 | 9 | -1.0 | 0 | COc1ccc(CN=C2NC(=O)CC(C(=O)Nc3ccccc3C)S2)cc1 (configuration not stated)
-16 | 1 | -2 | 17 | 6 | 10 | -24 | 1 | 6 | -1.6 | 1 | CC(Sc1nnc(-c2ccco2)n1C)C(=O)Nc1nccs1 (configuration not stated)
9 | -3 | 7 | -9 | -8 | -6 | -7 | 1 | 1 | -3.7 | 8 | O=C1CCC(C(=O)N2CCN(c3ccccc3)CC2)CN1CC1CCCCC1 (configuration not stated)

7 structures from above, ordered by heavy-atom count, low to high:
SRC2 inh | NOD2 RIPK2 PPI | EBV LMP1 NFkB | SRC3 inh | NCOA1 inh | ABHD5 PLIN5 PPI | LRH-1 inv ag | TLR9-MyD88 inh | COUP-TFII inh | MC4R ag barr | MC4R antag cAMP | compound
-13 | -1 | 5 | 8 | 0 | -6 | -4 | -2 | -2 | -2.6 | 10 | O=C(NCc1ccc(Cl)cc1)C(=O)Nc1nccs1
1 | 0 | -7 | -13 | -8 | -6 | -1 | 4 | -3 | -0.9 | 7 | Cc1[nH]c2ccccc2c1CN1CCc2ccccc2C1
-3 | 10 | -6 | 0 | -15 | 1 | -4 | 2 | -6 | 0.6 | -1 | Cc1nc(/C(N)=N/OC(=O)c2ccccc2Cl)c(C(F)(F)F)o1
21 | 10 | 2 | 12 | -32 | 0 | -4 | -8 | -14 | -0.2 | 15 | Cc1nc2scc(C)n2c(=O)c1S(=O)(=O)NCCc1ccccc1
-27 | 8 | 18 | -33 | -38 | 1 | -75 | 6 | -26 | -2.6 | 2 | Cc1cc(/C=C2\C(=N)N3N=CSC3=NC2=O)c(C)n1Cc1ccccc1
24 | -7 | -1 | -7 | 14 | 1 | -6 | 3 | 9 | -1.0 | 0 | COc1ccc(CN=C2NC(=O)CC(C(=O)Nc3ccccc3C)S2)cc1 (configuration not stated)
9 | -3 | 7 | -9 | -8 | -6 | -7 | 1 | 1 | -3.7 | 8 | O=C1CCC(C(=O)N2CCN(c3ccccc3)CC2)CN1CC1CCCCC1 (configuration not stated)

Next part:
SRC2 inh | NOD2 RIPK2 PPI | EBV LMP1 NFkB | SRC3 inh | NCOA1 inh | ABHD5 PLIN5 PPI | LRH-1 inv ag | TLR9-MyD88 inh | COUP-TFII inh | MC4R ag barr | MC4R antag cAMP | compound
12 | 6 | -4 | 16 | -7 | 1 | -2 | -5 | 4 | 0.5 | -1 | CN(Cc1ccc(Cl)s1)C(=O)CSc1nnc(C2CC2)n1C1CC1
12 | 3 | -5 | -12 | -35 | -5 | -8 | 1 | 19 | 0.3 | 6 | Cc1ccc2c(CN(C)Cc3cccc(Cl)c3)cc(=O)oc2c1C
-12 | 1 | -10 | 5 | -6 | 4 | 12 | -3 | 6 | -1.5 | -6 | COc1ccc(CNC(=O)C/C(C)=N/NC(=O)COc2ccccc2)cc1
-2 | 8 | -20 | 6 | -6 | -7 | 0 | 4 | -2 | 0.6 | -3 | CCCSc1ccc([C@H]2N[C@@](CC(C)C)(C(=O)OC)[C@H]3C(=O)N(C)C(=O)[C@@H]23)cc1
-1 | -10 | 7 | -11 | -4 | 3 | -26 | 5 | -3 | -0.6 | -3 | OCC[C@H]1C[C@H](O)[C@@H](O)[C@@]2(CCCCO2)O1
-5 | -2 | 3 | -5 | -2 | -1 | -5 | -4 | 5 | -0.9 | 0 | COc1ccc(CNC(=O)C(NC(C)=O)C(=O)Nc2ccc(OC)cc2)cc1 (configuration not stated)
-7 | 8 | -3 | 18 | -10 | 0 | -2 | 7 | -35 | -2.4 | -4 | CCCNC(=O)C(=O)Nc1cc2c3c(c1)CCC(=O)N3CCC2
-35 | -5 | 3 | 7 | -4 | 2 | 3 | 2 | -9 | -2.2 | 0 | O=c1c(-c2ccccc2)c(O)cc(-c2ccncc2)n1-c1ccc(Cl)cc1
5 | -9 | -2 | -12 | -21 | 1 | -2 | -3 | 14 | -0.6 | 0 | CC(Oc1cccc(Cl)c1)c1ccnc2nc(/N=C/N(C)C)nn12 (configuration not stated)
7 | -1 | 3 | 4 | 9 | -2 | 5 | -7 | 5 | 1.5 | 3 | O=C(C1COc2ccccc2O1)N1CCN(Cc2ccc(Br)cc2F)CC1 (configuration not stated)
-14 | 4 | -10 | -1 | -2 | 7 | -24 | 11 | -9 | -2.5 | 6 | Cc1ccc(-c2nc(C#N)c(NCCN3CCCCC3)o2)cc1
2 | 0 | 0 | 21 | -35 | -1 | -9 | -2 | 20 | -0.4 | -3 | CCc1ccc(CN(C)C(=O)CCc2nnc(CCc3ccccc3OC)o2)nc1
0 | -3 | 0 | 6 | -12 | -3 | 13 | -4 | 2 | -2.8 | 4 | CSCCC(NC(=O)c1ccccc1Cl)C(=O)N1CCC1 (configuration not stated)
-19 | 0 | 7 | 13 | 0 | 0 | 4 | -1 | 22 | 1.2 | 13 | CC1(C)CC(=O)C2=C(C1)Nc1cc(Cl)ccc1S2
18 | -24 | 0 | -9 | 2 | -6 | 12 | 2 | 13 | 1.0 | 1 | Cc1nnc(SCCn2c(N3CCC(C)CC3)nc3c2c(=O)n(C)c(=O)n3C)s1
-2 | -7 | 3 | 3 | 7 | 1 | 17 | 4 | -1 | -1.4 | 13 | COC(=O)c1cc(NC(=O)C2(S(=O)(=O)c3ccc(Cl)cc3)CC2)cc(C(=O)OC)c1
-4 | 7 | -19 | 13 | 1 | 6 | -4 | -2 | -3 | -0.9 | 1 | O=C(CSc1nnc(-c2ccccc2)n1-c1ccccc1)NCc1ccco1
-10 | 2 | 9 | 1 | -8 | 3 | -5 | 8 | 9 | -0.8 | 6 | CC1CCCC(C)N1C(=O)CN1C(=O)C(C)(C)Oc2ccc(C(=O)NC3CCCC3)cc21 (configuration not stated)
-34 | -9 | -21 | -34 | -19 | -3 | -30 | 8 | -28 | 4.6 | 2 | CC(C)c1ccc(N2C(=O)[C@@H]3Cc4ccccc4CN3C2=O)cc1
2 | -2 | -8 | -1 | 0 | 6 | 0 | -2 | 7 | -1.5 | 2 | CCOC(=O)CCCCCNC(=O)c1ccc(F)cc1F
-21 | 5 | -6 | -61 | -29 | 6 | -39 | 8 | -18 | 4.8 | -4 | Oc1ccccc1/C=N/NC(=S)NC1CC2CC1C1C=CCC21 (configuration not stated)
6 | -8 | -6 | 6 | -5 | 3 | 17 | -4 | -10 | -0.5 | 1 | COc1ccc(Cl)cc1NC(=O)c1cccnc1

Source: PubChem (several laboratories)
